BRCA1 expr act = qHTS Assay to Identify Small Molecule Activators of BRCA1 Expression; AID 624202, 2012; Potency, µM (series often up to 46.1 µM), inactives show at the top dose activation, most hits filed as activators; MCF7-BRCA1-FFLuc reporter, luminescence, 48 h; response scale: scaled: vehicle 0%, 10 µM genistein 100%; 380,000 compounds, 1.1% hits; note: nearly all actives have a fitted effect of over 80% in size; some results filed as inactive show a strong effect at the top dose
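Quantitative HTS in MCF7 cells stably reporting BRCA1 expression via firefly luciferase. Compound treatment lasts 48 h at 37 °C in phenol-red free MEM. Activation is expressed relative to genistein at 10 microM and DMSO.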
p53 reactivator = qHTS assay for re-activators of p53 using a Luc reporter | Potency, µM (doses to about 92.2 µM), for the others: at the highest dose activity change, positive = activation, usual class: activators | 320,000 compounds, 0.063% hits | AID 504706, 2011 | H1299 p53-A138V BP100-luciferase reporter, luminescence, 24 h; note: % of control where 0% means no effect; nearly all actives have a fitted effect of over 45% in size
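H1299 (p53-null), stable ts p53-A138V + BP100-Luc; 1000 cells/well, Opti-MEM/10% FBS; cpd 4 pt, 1:5; 24 h, 37 deg C, 5% CO2; detection reagent 10 min RT; luminescence.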
MBNL1-CUG inh = qHTS Assay for Inhibitors of MBNL1-poly(CUG) RNA binding; Muscleblind-like protein 1 (Homo sapiens), Q9NR56; TR-FRET MBNL1-His/biotin-(CUG)12 binding, 665/545 ratio; Potency, µM (titrated, usually from 57.5 µM), for the others: top-dose activity change, negative = inhibition, hits mostly inhibitors; 280,000 compounds, 0.036% hits; active = well fitted inhibition curve with a large enough effect in the signal ratio, with a control signal flat, not every such curve was filed as active; inconclusive = small, poorly fitted or top-dose-only effect, or effect the other way, or a change in a side signal; inactive = no such curve, though single readings can be large or run the other way; the % refers to the signal ratio; note: % is set by controls: 0 for no effect and ±100 for the full control effect
Target sequence (Q9NR56 whole entry, looked up): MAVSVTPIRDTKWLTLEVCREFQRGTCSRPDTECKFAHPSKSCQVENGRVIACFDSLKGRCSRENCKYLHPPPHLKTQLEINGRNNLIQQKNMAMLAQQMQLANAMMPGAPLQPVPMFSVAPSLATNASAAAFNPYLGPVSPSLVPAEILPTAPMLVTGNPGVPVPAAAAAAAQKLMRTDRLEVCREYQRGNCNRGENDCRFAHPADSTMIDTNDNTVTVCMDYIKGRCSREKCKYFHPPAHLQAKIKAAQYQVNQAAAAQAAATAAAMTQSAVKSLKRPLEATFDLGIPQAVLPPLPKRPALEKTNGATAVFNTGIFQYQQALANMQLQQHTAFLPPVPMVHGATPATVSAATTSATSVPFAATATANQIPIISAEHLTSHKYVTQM
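Ratiometric TR-FRET (665 over 545 nm, excitation 340 nm) tracks disruption of MBNL1-His/biotin-(CUG)12 complex after 60 min at room temperature, with compounds at 92 nM to 58 uM final.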
uPA surface inh = qHTS for Inhibitors of Cell Surface uPA Generation. cell surface uPA generation assay, qHTS. Potency, µM (highest dose often 38.3 µM), without a hit: top-dose activity change, negative = inhibition, actives largely listed as inhibitors. 330,000 compounds, 0.31% hits; active = well fitted inhibition curve with a large enough effect; inconclusive = small, poorly fitted or top-dose-only effect; inactive = no such curve, though single readings can be large or run the other way; tested in mouse RAW 264.7 cells; note: % is set by controls: 0 for no effect and ±100 for the full control effect; nearly all actives have a fitted effect of over 55% in size
VP16 counter = VP16 counterscreen qHTS for inhibitors of ROR gamma transcriptional activity; Drosophila S2 Gal4-VP16 UAS-luciferase, luminescence, 20 h; Potency, µM (top dose mostly 53.6 µM), without a hit: top-dose activity, negative = inhibition, most hits filed as inhibitors; 310,000 compounds, 3.5% hits;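 note: Gal4-VP16 expression switched on by copper sulfate through the metallothionein promoter; % is set by controls: 0 for no effect and ±100 for the full control effect; nearly all actives have a fitted effect of over 50% in size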
Rab9 prom act = qHTS Assay for Rab9 Promoter Activators; AID 485297, 2010; 320,000 compounds, 2.8% hits; Huh7 Rab9 promoter-luciferase reporter, luminescence, 24 h; Potency, µM (top dose mostly 9.22 µM), for the others: top-dose activation, negative = inhibition, actives largely listed as activators; note: % of control where 0% means no effect; nearly all actives have a fitted effect of over 60% in size
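Stable Rab9-luc Huh7, 1500 cells/well, 2 h settle; cmpd in DMSO, 24 h, 37 °C/5% CO2; luciferase reagent 10 min RT; luminescence.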
NPC1 promoter act = qHTS Assay for NPC1 Promoter Activators | AID 485313, 2010 | Potency, µM (series often up to 9.22 µM), for the others: top-dose activation, most hits filed as activators | Huh7 NPC1 promoter luciferase reporter, 24 h | 320,000 compounds, 2.4% hits;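 note: % of control where 0% means no effect; nearly all actives have a fitted effect of over 60% in size; reporter is driven by a mutant NPC1 promoter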
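Quantitative HTS used a cell-based reporter: Huh7 cells stably bearing the NPC1 promoter upstream of luciferase were treated with compounds for 24 h, and promoter activation was read as luminescence.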
ELG1 genotox = qHTS screen for small molecules that induce genotoxicity in human embryonic kidney (HEK293T) cells expressing luciferase-tagged ELG1; HEK293T ELG1-luciferase reporter, luminescence, 16 h; 330,000 compounds, 1.3% hits; AID 504466, 2011; Potency, µM (highest dose often 46 µM), for inactives: at the highest dose activity change, positive = activation, actives largely listed as activators; note: % of control where 0% means no effect; nearly all actives have a fitted effect of over 60% in size
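After overnight (16 hr) compound treatment at 37 °C, ELG1-luciferase HEK293T cells were lysed with ONE-Glo; luminescence quantified 30 min later at room temperature.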
FLuc counter = qHTS profiling assay for firefly luciferase inhibitor/activator using purifed enzyme and Km concentrations of substrates (counterscreen for miR-21 project) | Potency, µM (titrated, usually from 57.5 µM), for inactives: at the top dose activity change, negative = inhibition, hits mostly inhibitors | Luciferin 4-monooxygenase (Photinus pyralis), P08659 | purified FLuc, Km substrates, luminescence inhibition | 360,000 compounds, 6.9% hits;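 note: plate controls were vehicle for no effect and reference inhibitor for full effect; nearly all actives have a fitted effect of over 55% in size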
Target sequence (P08659 whole entry, looked up): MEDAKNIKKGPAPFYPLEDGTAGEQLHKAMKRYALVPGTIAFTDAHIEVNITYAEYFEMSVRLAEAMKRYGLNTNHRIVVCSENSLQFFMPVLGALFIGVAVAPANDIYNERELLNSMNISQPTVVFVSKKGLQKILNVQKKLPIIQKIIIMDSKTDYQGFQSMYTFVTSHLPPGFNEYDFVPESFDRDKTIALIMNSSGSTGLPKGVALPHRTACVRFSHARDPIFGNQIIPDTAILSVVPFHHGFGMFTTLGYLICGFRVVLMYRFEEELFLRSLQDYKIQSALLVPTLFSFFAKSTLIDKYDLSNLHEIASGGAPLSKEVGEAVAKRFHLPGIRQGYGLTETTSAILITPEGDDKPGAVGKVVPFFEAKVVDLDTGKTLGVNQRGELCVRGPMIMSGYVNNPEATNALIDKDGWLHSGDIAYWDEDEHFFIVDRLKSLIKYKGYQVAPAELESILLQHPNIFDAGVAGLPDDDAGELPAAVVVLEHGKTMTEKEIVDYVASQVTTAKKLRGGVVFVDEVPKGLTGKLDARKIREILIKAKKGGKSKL
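Purified P. pyralis luciferase (10nM final) with 10uM D-luciferin and 10uM ATP (Km levels) in 50mM Tris acetate pH 7.5, 10mM Mg acetate, 0.01% Tween-20, 0.05% BSA; qHTS 6-point titration, ~60 µM downward; luminescence read.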
RORg inh = qHTS for inhibitors of ROR gamma transcriptional activity. Nuclear receptor ROR-gamma (Mus musculus), P51450. Drosophila S2 Gal4-RORgamma UAS-luciferase reporter, 20 h. Potency, µM (top dose mostly 53.6 µM), without a hit: top-dose activity change, negative = inhibition, usual class: inhibitors. 310,000 compounds, 5.4% hits. AID 2551, 2010; note: % is set by controls: 0 for no effect and ±100 for the full control effect; nearly all actives have a fitted effect of over 60% in size
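A Gal4/UAS one-hybrid system in insect cells: metallothionein-promoter Gal4–ROR gamma fusion plus Photinus luciferase reporter. Copper sulfate 700 uM final, 20 hr ambient incubation, luminescent detection after 10 min with reagent.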
* = called active by the depositor; ? = inconclusive; nt = not tested or not shown; [ ] = dose if it differs, or a comment. Unless noted, calls come from the whole dose curve; as a rule, active = well fitted curve in the direction sought with a large enough effect; inconclusive = small, poorly fitted or top-dose-only effect, or another doubt; inactive = no such curve, though single readings can be large; an effect the other way counts as inactive or inconclusive. Potency is the fitted concentration of half-maximal effect.

Fields – p53 reactivator	RORg inh	BRCA1 expr act	MBNL1-CUG inh	FLuc counter	VP16 counter	uPA surface inh	Rab9 prom act	NPC1 promoter act	ELG1 genotox
- COc1cccc(NC(C)C(=O)Nc2cc([N+](=O)[O-])ccc2Cl)c1 (stereo not given)
 : 8%	-14%	-65%	?	-1%	12%	-7%	1%	-5%	-12%
- COc1ccc(CN2CCN(C(=O)CN3C(=O)C4C5C=CC(C5)C4C3=O)CC2)c(OC)c1OC (stereo not given)
 : -2%	-28%	-24%	-9%	6%	6.3µM*	-2%	-14%	-5%	-7%
- Cc1[nH]c2ccccc2c1C(=O)C(C)Sc1nnc(C2CC2)o1 (stereo not given)
 : 1%	nt	-3%	nt	1%	nt	0%	-3%	-1%	-2%
- Cc1ccc(S(=O)(=O)N2CCN(CC(=O)N/N=C/C=C/c3ccccc3)CC2)cc1
 : -7%	?	0%	?	2%	?	-4%	-6%	-5%	0%
- O=C1C2CC=CCC2C(=O)N1c1cccc(OS(=O)(=O)c2ccc3ccccc3c2)c1 (stereo not given)
 : 1%	-24%	-2%	10%	-19%	-2%	nt	-1%	-1%	-7%
- CN1C(=O)/C(=C\c2cccc(OCc3ccccc3)c2)SC1=S
 : -1%	-11%	-1%	-2%	0%	-3%	-17%	1%	-3%	1%
- CCS(=O)(=O)c1ccc(S(=O)(=O)CC)s1
 : -6%	-3%	-3%	-3%	1%	-6%	2%	1%[1.84 µM]	-1%	-2%
- O=C(Cc1ccc(S(=O)(=O)N2CCCC2)s1)NC1CCCCCC1
 : 1%	14%	13%	0%	2%	?	7%	-6%	-4%	-1%
- CCN(CC(=O)Nc1sc2c(c1C#N)CCCC2)Cc1nc2ccccc2c(=O)[nH]1
 : 5%	5.6µM*	-17%	-13%	-9%	?	1%	-5%	6%	-6%
- CN1CCN(S(=O)(=O)CC2(C)C3CCC2(C)C(=O)C3Br)CC1 (stereo not given)
 : -2%	3%	-8%	-6%	-1%	2%	-1%	2%	3%	-2%
- NNc1nc2c(-c3ccc(Cl)cc3)nnn2c2ccccc12
 : 23%	?	59%	-5%	?	-10%	-20%	2.5µM*	4µM*	13%
- CNC(=O)C1CC(=O)N(Cc2ccc3c(c2)OCO3)C(=Nc2ccc(OC)cc2)S1 (stereo not given)
 : -20%	18%	-6%	0%	-2%	-7%	7%	1%	3%	-2%
- O=C(COC(=O)C1COc2ccccc2O1)NC(=O)Nc1ccc2c(c1)OCCO2 (stereo not given)
 : ?	?	42%	-4%	?	16%	1%	18%	15%	?
- COc1cccc(-c2c(NC(C)=O)n(C)c3ccccc3c2=O)c1
 : 2%	-4%	19%	-9%	0%	5%	9%	11%	-1%	0%
- COc1ccc(/C(O)=C/c2nc3ccccc3n(-c3ccccc3)c2=O)cc1
 : -1%	-3%	6%	2%	7.6µM*	22%	-2%	26%	-3%	21%
- Cc1ccc2nc(-c3ccc(NC(=O)CSc4nccc(=O)[nH]4)cc3)sc2c1
 : ?	?	54%	14%	2.7µM*	?	-2%	0.4µM*	1.4µM*	?
- Cc1cc(CN2CCN(CC(=O)Nc3cc(Cl)ccc3-n3cncn3)CC2)no1
 : -5%	nt	-12%	nt	1%	nt	16%	10%	-1%	-2%
- Cc1c2cnn(CC(=O)NC3CCCC3)c(=O)c2c(C)n1Cc1ccccc1
 : ?	-7%	27%	-2%	24µM*	14%	?	?	?	?
- CCOc1ccccc1N1CC(C(=O)N(CC)C2CCS(=O)(=O)C2)CC1=O (stereo not given)
 : 10%	nt	7%	nt	nt	nt	-9%	nt	nt	1%
- COc1ccc(C(=O)CCc2ccccc2O)c(OC)c1
 : nt	4%[1.91 µM]	90%	-2%	12µM*	?	1%	?	?	?
- COc1ccc(Nc2nc(N3CCCC3)nc(N3CCCC3)n2)c(OC)c1
 : 3%	-41%	-24%	-1%	3%	0%	nt	4%	0%	-7%
- Cc1c(C#N)c(NC(=O)CCl)n(Cc2ccccc2)c1C
 : -13%	?	-89%	-1%	-2%	?	-10%	-24%	-31%[inhibitor]	-20%
- CCn1nc(C)c(CCC(=O)O)c1C
 : 3%	-15%	12%	0%	1%	-13%	-14%	-4%	-1%	0%
- COC(=O)C1=C(N)OC2=C(C(=O)CC(C)(C)C2)C1c1ccccc1OCC#N (stereo not given)
 : -2%	19%	-23%	4%	-1%	24%	-1%	7%	0%	-1%
- COc1ccc(-c2cc(-c3ccc(F)cc3)nc(N3CCN(C)CC3)n2)cc1
 : -1%	17%	-8%	-9%	-3%	-14%	3%	1%	-1%	-2%
- COc1ccc(CCNC(=O)CCCN2C(=O)C(c3ccccc3)Oc3cccnc32)cc1OC (stereo not given)
 : -5%	9%	-8%	-4%	2%	-3%	-16%	-3%	-6%	-15%
- CC(=O)c1ccc(COC(=O)c2ccccc2NC(=O)C(C)C)cc1
 : -2%	17%	nt	-7%	2%	-11%	nt	13%	-2%	-10%
- COc1ccc(CC(=O)NCCN2CCOCC2)cc1
 : -2%	-12%	-3%	2%	0%	-9%	20%	0%	0%	1%
- Cc1cccc(NC(=O)N2CCC(NC(=O)c3ccccc3C)CC2)c1
 : -7%	8%[10 µM]	1%	11%	-3%	2%	-2%	3%	-4%	-4%
- CC1(OC(=O)C2CCCC2)C(=O)C=C2C=C(c3ccsc3)N(Cc3ccccc3)C=C2C1=O (stereo not given)
 : -3%	3%	0%	?	-2%	5%	12%	-2%	1%	-3%

Full records, quoted from the list.
Profile of O=C(Cc1ccc(S(=O)(=O)N2CCCC2)s1)NC1CCCCCC1 → p53 reactivator = 1%; RORg inh = 14%; BRCA1 expr act = 13%; MBNL1-CUG inh = 0%; FLuc counter = 2%; VP16 counter = ?; uPA surface inh = 7%; Rab9 prom act = -6%; NPC1 promoter act = -4%; ELG1 genotox = -1%
Profile of CCOc1ccccc1N1CC(C(=O)N(CC)C2CCS(=O)(=O)C2)CC1=O (stereo not given) → p53 reactivator = 10%; RORg inh = nt; BRCA1 expr act = 7%; MBNL1-CUG inh = nt; FLuc counter = nt; VP16 counter = nt; uPA surface inh = -9%; Rab9 prom act = nt; NPC1 promoter act = nt; ELG1 genotox = 1%

The results go on.
Fields – p53 reactivator	RORg inh	BRCA1 expr act	MBNL1-CUG inh	FLuc counter	VP16 counter	uPA surface inh	Rab9 prom act	NPC1 promoter act	ELG1 genotox
- Cc1ccnc(N2CCC(C(=O)Nc3ccc4c(c3)OCO4)CC2)n1
 : -5%	2%	0%	-1%	1%[2.3 µM]	-10%	-1%	-5%	-3%	-1%
- CCOc1ccc(C(=O)Nc2cccc([N+](=O)[O-])c2)cc1Br
 : 8%	?	60%	nt	-15%	?	5%	15%	12%	10%
- CCOC(=O)N=S(=O)(Oc1ccc([N+](=O)[O-])cc1)c1ccccc1 (stereo not given)
 : -5%	15%	1%	?	2%	11%	4%	?	2%	-3%
- COc1cc(N)c(Cl)cc1C(=O)OCC(=O)NC1CCCC1
 : -4%	2%	-4%	0%	-4%	4%	3%	-1%	9%	3%
- CC(=O)c1ccc(S(=O)(=O)N2CCC(C(=O)Nc3ncc(C)s3)CC2)cc1
 : -11%	nt	-2%	nt	nt	nt	1%	nt	nt	-2%
- CCOP(=O)(OCC)/C(C#N)=C(\O)c1ccc(OC)cc1
 : 18%	5%	1%	-4%	2%	0%	2%	10%	14%	0%
- CCNC(=O)COC(=O)Cc1ccc(Cl)cc1Cl
 : -2%	19%	-1%	0%	5%	-4%	4%	3%	-4%	1%
- COc1ccc(-c2cc(C(=O)NCCCN3CCCC3=O)c3ccccc3n2)cc1OC
 : 4%	nt	-8%	nt	nt	nt	7%	9%	-1%	-5%
- Cc1ccc(/C=N/NC(=O)Cc2cccn2C)cc1
 : 13%	7%	63%	-5%	?	6%	10%	?	26%	16%
- CC(=O)Nc1ccc(NC(=O)Cn2cnc3c(cnn3C(C)(C)C)c2=O)cc1
 : ?	-27%[0.365 µM]	15%	-5%	-5%	nt	3%	-2%	11%	24%
- CC(=O)Nc1ccc(N(C(=O)CNC(=O)c2ccco2)C(C(=O)NCC2CCCO2)c2ccccc2)cc1 (stereo not given)
 : -3%	-1%	-23%	-8%	3%	0%	0%	1%	-4%	-1%
- Cc1ccnc(NS(=O)(=O)c2ccc(N)cc2)n1
 : -2%	-15%	9%	2%	2%	-3%	-8%	1%	2%	-1%
- COc1ccc(-c2nnn(CC(=O)N(C3CCCCC3)C(C)C(=O)NC3CCCC3)n2)cc1OC (stereo not given)
 : -12%	7%	-15%	6%	4%	-8%	nt	2%	-4%	4%
- C=CCn1c(SCC(=O)NCc2ccc3c(c2)OCO3)nc2scc(-c3ccc(F)cc3)c2c1=O
 : -2%	-25%	8%	6%	4%	0%	3%	-2%	-2%	-1%
